Compound activity as filed in PubChem.
TAAR1 agonist: agonists of human TAAR1 | Q96RJ0 | CHO RD-HGA16 TAAR1, Fluo-8 calcium fluorescence; vehicle wells 0%, saturating PEA agonist 100% | activation, % at 3 µM | hit rate 0.99% among 360,000 | AID 624467;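 active means activation above the mean activation of all test compounds in the run plus 3 SD, cut at about 38% in these data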
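Assay system: CHO-derived RD-HGA16 cells with stable Gα16 and human TAAR1; timing: 17-24 h seeding, 75 min 37 °C dye, 30 min RT; read-out: % activation from peak over basal fluorescence ratio, DMSO-to-PEA scaled; measured by: kinetic Fluo-8 calcium fluorescence; benchmarks: low control DMSO, high control PEA (EC100); doses: 3 µM single concentration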
M5 antag: blocks acetylcholine activation of human M5 receptor; inhibition, % at 3 µM; hit rate 0.59% among 360,000; AID 624040; P08912; CHO-hM5 cells, Fluo-8 calcium fluorescence, ACh EC80;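 active means inhibition above a per-plate cutoff, the mean of that plate's test compounds plus 3 SD, cut at about 27% in these data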;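 further: 0% = acetylcholine EC80 with DMSO and 100% = DMSO without agonist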
CHRM1 agonist: activates human CHRM1 receptor | P11229 | CHO-K1 hM1, Fluo-8 calcium fluorescence, agonist mode; 0% DMSO, 100% acetylcholine EC100 | activation, % at 3 µM | hit rate 0.33% among 360,000;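 active means activation above the run's mean compound activation plus 3 SD, cut at about 16% in these data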;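 further: peak over basal fluorescence ratio within a 140 s kinetic read after compound addition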
Target sequence (P11229 whole entry, looked up): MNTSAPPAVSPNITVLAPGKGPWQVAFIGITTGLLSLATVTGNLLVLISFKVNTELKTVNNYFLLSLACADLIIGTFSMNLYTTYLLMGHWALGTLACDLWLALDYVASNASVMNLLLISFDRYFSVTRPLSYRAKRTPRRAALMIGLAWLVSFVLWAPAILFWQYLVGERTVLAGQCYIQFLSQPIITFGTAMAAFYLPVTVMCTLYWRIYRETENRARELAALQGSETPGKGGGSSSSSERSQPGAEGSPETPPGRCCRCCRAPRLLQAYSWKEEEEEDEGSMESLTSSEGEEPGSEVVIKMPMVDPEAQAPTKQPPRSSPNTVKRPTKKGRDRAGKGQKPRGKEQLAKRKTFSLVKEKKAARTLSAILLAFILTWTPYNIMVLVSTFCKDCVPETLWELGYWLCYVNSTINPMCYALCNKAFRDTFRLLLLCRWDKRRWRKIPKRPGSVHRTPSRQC
CHRM5 PAM: positive allosteric modulators of human muscarinic M5 receptor; CHO-K1 hM5, Fluo-8 calcium, ACh EC20 PAM; 0% = ACh EC20, 100% = ACh EC100; activation, % at 3 µM; hit rate 0.3% among 360,000; AID 624038;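 active means activation above the run cutoff, the mean activation of all test compounds plus 3 SD, cut at about 18% in these data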
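System – CHO-K1 hM5 cells · Compound – 3 µM, single dose · Incubation – compound preincubation 140 s before EC20 acetylcholine addition · Technique – Fluo-8 calcium fluorescence · Measure – Max/basal fluorescence ratio as % of EC20–EC100 ACh window · Benchmarks – low control EC20 acetylcholine (0%), high control EC100 acetylcholine (100%) · Replication – singlicate, one well per test compound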
CHRM4 agonist: CHRM4 agonism in calcium assay | hit rate 0.14% among 360,000 | CHO-K1 hM4/Gqi5, Fluo-8 calcium fluorescence; vehicle 0%, full acetylcholine response 100% | AID 624127 | P08173 | activation, % at 3 µM;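 active means activation above the run mean over all test wells plus 3 SD, cut at about 32% in these data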;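 further: peak over basal fluorescence ratio per well then scaled between controls; 0% = DMSO wells and 100% = acetylcholine at EC100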
Target sequence (P08173 whole entry, looked up): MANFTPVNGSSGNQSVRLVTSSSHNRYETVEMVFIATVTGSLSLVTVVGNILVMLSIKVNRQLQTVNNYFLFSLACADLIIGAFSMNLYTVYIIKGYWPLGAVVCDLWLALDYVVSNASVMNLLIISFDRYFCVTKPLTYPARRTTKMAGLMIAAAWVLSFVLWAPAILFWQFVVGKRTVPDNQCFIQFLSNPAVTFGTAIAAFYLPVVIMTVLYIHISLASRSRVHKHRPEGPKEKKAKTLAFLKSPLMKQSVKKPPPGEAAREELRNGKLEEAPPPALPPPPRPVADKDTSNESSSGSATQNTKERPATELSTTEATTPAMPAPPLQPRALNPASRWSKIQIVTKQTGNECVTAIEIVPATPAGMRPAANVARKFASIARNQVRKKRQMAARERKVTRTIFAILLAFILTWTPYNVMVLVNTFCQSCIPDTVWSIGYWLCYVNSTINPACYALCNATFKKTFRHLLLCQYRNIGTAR
CHRM1 antagonist: antagonists of human M1 muscarinic receptor | AID 588852 | CHO-K1 hM1, Fluo-8 calcium fluorescence, ACh EC80 antagonist | inhibition, % at 3 µM | hit rate 1.3% among 360,000;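 active means percent inhibition above its own plate's cutoff, namely the mean of that plate's compound wells plus 3 SD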;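 further: peak over basal fluorescence ratio during 140 s after agonist addition; 0% = ACh EC80 plus DMSO and 100% = DMSO alone without agonist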
M1 PAM: human CHRM1 positive allosteric modulation; CHO-K1 hM1, Fluo-8 calcium fluorescence, ACh EC20; 0% = ACh EC20, 100% = maximal ACh; activation, % at 3 µM; hit rate 0.088% among 360,000; in the data active means activation above about 19%, passing the limit was not always enough
M4 antag: antagonists of human muscarinic M4 receptor (CHRM4); P08173; CHO-hM4 cells, ACh EC80, Fluo-8 calcium fluorescence; inhibition, % at 3 µM; hit rate 0.73% among 360,000;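 active means inhibition above its plate's cutoff, the mean inhibition of sample wells plus 3 SD, cut at about 27% in these data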;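 further: 0% = acetylcholine EC80 with DMSO and 100% = DMSO without agonist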
CHRM5 agonist: agonists of human muscarinic M5 receptor (CHRM5); P08912; CHO-K1 hM5 cells, Fluo-8 calcium fluorescence; 0% DMSO wells, 100% maximal acetylcholine response; activation, % at 3 µM; hit rate 0.19% among 360,000; AID 624037;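 active means activation above the run's mean over test compounds plus 3 SD, cut at about 23% in these data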;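 further: signal is peak over basal fluorescence ratio across the kinetic read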
* marks the source's active call; other numbers are inactive results. These rows are one share of the data (hit frequency here may not be typical).

Results for CCS(=O)(=O)N1CCC(C(=O)N2CCc3ccccc3C2)CC1 ?
TAAR1 agonist: 10; M5 antag: -8; CHRM1 agonist: -2; CHRM5 PAM: 1; CHRM4 agonist: 0; CHRM1 antagonist: -3; M1 PAM: 2; M4 antag: -2; CHRM5 agonist: 0

Results for Cc1nc2c(OCCOc3ccc(F)cc3)cccn2c1N(C)C(=O)CCC1CCCC1 ?
TAAR1 agonist: 1; M5 antag: -5; CHRM1 agonist: -7; CHRM5 PAM: -4; CHRM4 agonist: 8; CHRM1 antagonist: 10; M1 PAM: -16; M4 antag: -10; CHRM5 agonist: -2

How did O=C(CCC1CCCN(C(=O)CCC(F)(F)F)C1)NCc1ccc(F)c(F)c1 (stereo unspecified) do in these assays?
TAAR1 agonist: 5; M5 antag: 4; CHRM1 agonist: -10; CHRM5 PAM: -9; CHRM4 agonist: 5; CHRM1 antagonist: -6; M1 PAM: -1; M4 antag: -5; CHRM5 agonist: 2

How did O=C(c1cccnc1)N1CCN(c2c(Cl)cccc2[N+](=O)[O-])CC1 do in these assays?
TAAR1 agonist: 5; M5 antag: -1; CHRM1 agonist: -3; CHRM5 PAM: -2; CHRM4 agonist: 1; CHRM1 antagonist: 2; M1 PAM: 6; M4 antag: 6; CHRM5 agonist: -1

Results for COc1ccc(C(OC(=O)c2c(C)noc2C)C(=O)NC2CCCC2)cc1 (stereo unspecified) ?
TAAR1 agonist: 11; M5 antag: -4; CHRM1 agonist: -9; CHRM5 PAM: 1; CHRM4 agonist: -2; CHRM1 antagonist: -3; M1 PAM: 3; M4 antag: 4; CHRM5 agonist: 0

How did COc1cc(/C=C2\SC(=S)N(NC(=O)c3ccccc3O)C2=O)ccc1O do in these assays?
TAAR1 agonist: 31; M5 antag: 21; CHRM1 agonist: 20*; CHRM5 PAM: -12; CHRM4 agonist: 33*; CHRM1 antagonist: 14; M1 PAM: -5; M4 antag: 20; CHRM5 agonist: 20

How did COc1ccc(OC)c(Nc2nc(-c3sc(NC(=O)CC(C)C)nc3C)cs2)c1 do in these assays?
TAAR1 agonist: 3; M5 antag: 1; CHRM1 agonist: -6; CHRM5 PAM: -4; CHRM4 agonist: 2; CHRM1 antagonist: 6; M1 PAM: -5; M4 antag: 0; CHRM5 agonist: -5

Results for CCCC(=O)Nc1nnc(-c2ccccc2)o1 ?
TAAR1 agonist: 0; M5 antag: -4; CHRM1 agonist: 5; CHRM5 PAM: 3; CHRM4 agonist: 1; CHRM1 antagonist: -32; M1 PAM: 29*; M4 antag: -18; CHRM5 agonist: 0

Results for Cc1ccc(S(=O)(=O)N(CC(=O)N2CCOCC2)CC(=O)N2CCOCC2)cc1 ?
TAAR1 agonist: 9; M5 antag: -4; CHRM1 agonist: -2; CHRM5 PAM: 9; CHRM4 agonist: 0; CHRM1 antagonist: -13; M1 PAM: 10; M4 antag: 0; CHRM5 agonist: -6

Results for Cc1ccc(CCNC(=O)c2ccc3nc4ccccc4c(=O)n3c2)cc1 ?
TAAR1 agonist: 3; M5 antag: 0; CHRM1 agonist: 0; CHRM5 PAM: -4; CHRM4 agonist: 7; CHRM1 antagonist: -1; M1 PAM: 1; M4 antag: 3; CHRM5 agonist: 1

What do the screens show for `O=C(Nc1cccc(F)c1)c1cc(S(=O)(=O)N2CCOCC2)cs1`?
TAAR1 agonist: 1; M5 antag: -10; CHRM1 agonist: -13; CHRM5 PAM: -9; CHRM4 agonist: 4; CHRM1 antagonist: 3; M1 PAM: -3; M4 antag: -4; CHRM5 agonist: 1

How did Cc1cc(OCC(=O)N(Cc2ccco2)C2CCS(=O)(=O)C2)ccc1Cl (stereo unspecified) do in these assays?
TAAR1 agonist: 14; M5 antag: -4; CHRM1 agonist: 0; CHRM5 PAM: 11; CHRM4 agonist: 4; CHRM1 antagonist: -18; M1 PAM: 15; M4 antag: -2; CHRM5 agonist: 4

What do the screens show for `COc1cccc(/C=N/NC(=O)c2cc3c(OC)cccc3[nH]2)c1O`?
TAAR1 agonist: 5; M5 antag: -6; CHRM1 agonist: -3; CHRM5 PAM: -5; CHRM4 agonist: 5; CHRM1 antagonist: -4; M1 PAM: -4; M4 antag: -4; CHRM5 agonist: 1

What do the screens show for `O=C(O)c1ccc(S(=O)(=O)Nc2cccc(CP(=O)(c3ccccc3)c3ccccc3)c2)cc1`?
TAAR1 agonist: 1; M5 antag: 8; CHRM1 agonist: -2; CHRM5 PAM: 7; CHRM4 agonist: 1; CHRM1 antagonist: -7; M1 PAM: 6; M4 antag: 12; CHRM5 agonist: -3

How did Cc1cc(C)c(C(=O)N2CCC(N3CCC(C(=O)NC(C)C)CC3)CC2)o1 do in these assays?
TAAR1 agonist: 3; M5 antag: 3; CHRM1 agonist: -1; CHRM5 PAM: -1; CHRM4 agonist: 0; CHRM1 antagonist: -11; M1 PAM: 16; M4 antag: 3; CHRM5 agonist: -3

How did COc1ccc(NC(=O)COC(=O)c2cc(OC)c(OC)c(OC)c2)c([N+](=O)[O-])c1 do in these assays?
TAAR1 agonist: 4; M5 antag: 9; CHRM1 agonist: -2; CHRM5 PAM: 4; CHRM4 agonist: 0; CHRM1 antagonist: -10; M1 PAM: 12; M4 antag: -7; CHRM5 agonist: 2

Results for CCC1=C(OC(=O)N(CC)CC)N2C(=O)OC(=NCC3CC3)[C@]2(C)[C@H]2C1=CC[C@H]1C(=O)N(C)C(=O)[C@H]12 ?
TAAR1 agonist: 14; M5 antag: -2; CHRM1 agonist: -1; CHRM5 PAM: 4; CHRM4 agonist: 1; CHRM1 antagonist: 2; M1 PAM: 3; M4 antag: -2; CHRM5 agonist: 2

Results for O=C(COC(=O)c1cc(Br)ccc1O)NC1CCCCCC1 ?
TAAR1 agonist: 5; M5 antag: 3; CHRM1 agonist: -4; CHRM5 PAM: 0; CHRM4 agonist: 1; CHRM1 antagonist: -7; M1 PAM: 6; M4 antag: 0; CHRM5 agonist: 2

How did O=C(NCCN1CCOCC1)C(=O)c1c[nH]c2ccccc12 do in these assays?
TAAR1 agonist: 5; M5 antag: 5; CHRM1 agonist: -1; CHRM5 PAM: 3; CHRM4 agonist: 2; CHRM1 antagonist: -9; M1 PAM: 8; M4 antag: 4; CHRM5 agonist: -1

How did O=C(O)c1ccccc1C(=O)N1CCN(S(=O)(=O)c2cccc(C(F)(F)F)c2)CC1 do in these assays?
TAAR1 agonist: 5; M5 antag: 11; CHRM1 agonist: -2; CHRM5 PAM: -3; CHRM4 agonist: 0; CHRM1 antagonist: -15; M1 PAM: 10; M4 antag: -7; CHRM5 agonist: 3

Already shown: an excerpt of the list.
How did O=C(NCCN1CCOCC1)C(=O)c1c[nH]c2ccccc12 do in these assays?
TAAR1 agonist: 5; M5 antag: 5; CHRM1 agonist: -1; CHRM5 PAM: 3; CHRM4 agonist: 2; CHRM1 antagonist: -9; M1 PAM: 8; M4 antag: 4; CHRM5 agonist: -1

How did O=C(O)c1ccccc1C(=O)N1CCN(S(=O)(=O)c2cccc(C(F)(F)F)c2)CC1 do in these assays?
TAAR1 agonist: 5; M5 antag: 11; CHRM1 agonist: -2; CHRM5 PAM: -3; CHRM4 agonist: 0; CHRM1 antagonist: -15; M1 PAM: 10; M4 antag: -7; CHRM5 agonist: 3

Other compounds follow:
How did CC1CCN(C(=O)COC(=O)CNC(=O)c2ccccc2F)CC1 do in these assays?
TAAR1 agonist: 5; M5 antag: 0; CHRM1 agonist: -2; CHRM5 PAM: -1; CHRM4 agonist: 1; CHRM1 antagonist: -5; M1 PAM: 5; M4 antag: 2; CHRM5 agonist: -1

How did Cc1ccc(Oc2ccccc2/C=N/O)cc1 do in these assays?
TAAR1 agonist: 16; M5 antag: 13; CHRM1 agonist: -4; CHRM5 PAM: 2; CHRM4 agonist: -1; CHRM1 antagonist: -2; M1 PAM: -1; M4 antag: 11; CHRM5 agonist: -4

Results for COc1cc(C2NC(=O)NC(c3ccccc3)=C2C(C)=O)c(Br)cc1OCC(N)=O (stereo unspecified) ?
TAAR1 agonist: -1; M5 antag: -5; CHRM1 agonist: -2; CHRM5 PAM: 3; CHRM4 agonist: -1; CHRM1 antagonist: -8; M1 PAM: 12; M4 antag: 11; CHRM5 agonist: 5

How did Cc1ccc(NC(=S)NCCSc2ccc(Cl)cc2)c(C)c1 do in these assays?
TAAR1 agonist: 9; M5 antag: 1; CHRM1 agonist: -10; CHRM5 PAM: -12; CHRM4 agonist: 2; CHRM1 antagonist: 6; M1 PAM: -13; M4 antag: 5; CHRM5 agonist: -5

Results for CC(=O)Nc1ccc(S(=O)(=O)Nc2cccc3cccnc23)cc1 ?
TAAR1 agonist: 4; M5 antag: 5; CHRM1 agonist: -5; CHRM5 PAM: -3; CHRM4 agonist: 6; CHRM1 antagonist: 0; M1 PAM: -4; M4 antag: 10; CHRM5 agonist: 1

Results for O=C(/C=C/c1ccc(S(=O)(=O)N2CCOCC2)cc1)NC(=S)Nc1ccc(Cl)cc1Cl ?
TAAR1 agonist: 7; M5 antag: -3; CHRM1 agonist: -1; CHRM5 PAM: 5; CHRM4 agonist: 3; CHRM1 antagonist: 2; M1 PAM: 9; M4 antag: -3; CHRM5 agonist: 1

What do the screens show for `N#Cc1c[nH]n2c(=O)cc(Cc3ccccc3)nc12`?
TAAR1 agonist: 3; M5 antag: 8; CHRM1 agonist: 0; CHRM5 PAM: -5; CHRM4 agonist: 1; CHRM1 antagonist: -20; M1 PAM: 11; M4 antag: 4; CHRM5 agonist: 4

How did COc1ccc(NC(=O)CCCC(=O)OCC(F)(F)C(F)F)cc1 do in these assays?
TAAR1 agonist: -3; M5 antag: -3; CHRM1 agonist: 13; CHRM5 PAM: 4; CHRM4 agonist: 0; CHRM1 antagonist: -1; M1 PAM: 16; M4 antag: 2; CHRM5 agonist: 1

Results for Cc1nc(SCc2nc3cc(Cl)c(F)cc3[nH]2)c2oc3ccccc3c2n1 ?
TAAR1 agonist: 8; M5 antag: 12; CHRM1 agonist: -4; CHRM5 PAM: -8; CHRM4 agonist: 1; CHRM1 antagonist: -10; M1 PAM: 3; M4 antag: -4; CHRM5 agonist: 1

Results for O=C(CCNC(=O)c1ccccc1Cl)Nc1cccc(S(=O)(=O)N2CCOCC2)c1 ?
TAAR1 agonist: 2; M5 antag: -3; CHRM1 agonist: -1; CHRM5 PAM: -2; CHRM4 agonist: 1; CHRM1 antagonist: -7; M1 PAM: 6; M4 antag: -11; CHRM5 agonist: 1

How did CSc1ccc(C(=O)C2CCCN(C(=O)c3ccc4c(c3)no[n+]4[O-])C2)cc1 (stereo unspecified) do in these assays?
TAAR1 agonist: -1; M5 antag: 7; CHRM1 agonist: -2; CHRM5 PAM: -2; CHRM4 agonist: 1; CHRM1 antagonist: -6; M1 PAM: -1; M4 antag: 8; CHRM5 agonist: 0

How did Cc1ccc(Nc2nnc(SCC(=O)Nc3cccc(S(=O)(=O)NC4=NCCCCC4)c3)s2)cc1 do in these assays?
TAAR1 agonist: 0; M5 antag: -2; CHRM1 agonist: -10; CHRM5 PAM: 3; CHRM4 agonist: 2; CHRM1 antagonist: -10; M1 PAM: 8; M4 antag: -3; CHRM5 agonist: -1
